# zfTRPN1 agonist: zebrafish TRPN1 (NompC) channel agonism | HEK293 zebrafish TRPN1-YFP, Fluo-8 calcium fluorescence; 100% = response to 87 µM carbachol | activation, % at 3 µM | 0.18% of 220,000 active | AID 1424;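 active = activation above its plate's cutoff, the mean activation of test wells on that plate plus 3 SD, cut at about 19% in these data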;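 note: 0% = DMSO alone and 100% = 87 µM carbachol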
#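 Control set: carbachol 87 µM as high control, DMSO as low control; system: HEK293 stable line with zebrafish TRPN1-YFP; read-out: % activation versus carbachol response; detection: intracellular calcium fluorescence with Fluo-8; doses: single test compound dose, 3 µM nominal, 0.3% DMSO; schedule: dye 1 h 37 °C plus 30 min RT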
# NPY Y1 blocker: antagonists of human neuropeptide Y receptor Y1; P25929; HEK293-CNG Y1 cells, membrane potential fluorescence; NPY at EC95, then isoproterenol; inhibition, % at 3.6 µM; 1% of 200,000 active; AID 1040;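 active = inhibition above the campaign mean inhibition of all tested compounds plus 3 SD, cut at about 20% in these data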;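 note: 0% = DMSO wells given NPY plus isoproterenol and 100% = isoproterenol alone without NPY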
# Target sequence (P25929 whole entry, looked up): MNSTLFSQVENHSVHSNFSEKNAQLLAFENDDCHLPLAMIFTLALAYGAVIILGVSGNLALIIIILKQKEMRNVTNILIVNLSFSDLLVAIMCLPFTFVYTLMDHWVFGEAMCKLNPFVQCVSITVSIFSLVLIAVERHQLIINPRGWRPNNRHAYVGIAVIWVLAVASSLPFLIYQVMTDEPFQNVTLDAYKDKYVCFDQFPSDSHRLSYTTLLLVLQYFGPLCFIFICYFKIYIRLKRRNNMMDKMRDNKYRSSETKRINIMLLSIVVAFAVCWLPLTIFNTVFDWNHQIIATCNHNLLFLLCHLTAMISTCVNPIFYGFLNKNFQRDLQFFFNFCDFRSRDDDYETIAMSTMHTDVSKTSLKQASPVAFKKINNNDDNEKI
#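 Assay system: HEK293 cells with Y1 receptor plus CNG channel | Probe or stimulus: NPY (25 nM), isoproterenol (1 µM), Ro 20-1724 (25 µM) | Timing: Compound incubation 1 h at room temperature, readout 45 min post-stimulation | Measured by: Membrane-potential fluorescent dye readout | Benchmarks: High control isoproterenol alone, low control NPY with isoproterenol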
# CHOP inhibitor: CHOP inhibition in unfolded protein response | AID 2732 | CHO-K1 CHOP-promoter luciferase, tunicamycin-induced, 15-18 h | inhibition, % at 10 µM | 3.8% of 220,000 active;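 active = compounds that reduced the stress-induced luciferase reporter signal by more than about 70% of percent inhibition, limit read from the data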;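 note: 0% = tunicamycin plus vehicle and 100% = wells without tunicamycin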
# S1P4 antagonist: blocks the human S1P4 receptor; inhibition, % at 4.98 µM; S1P4-expressing cells, antagonist mode, reporter read-out; O95977; 0.26% of 220,000 active; in the data active = inhibition above about 29%;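 note: 0% = wells stimulated with agonist and 100% = vehicle wells without agonist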
# Target sequence (O95977 whole entry, looked up): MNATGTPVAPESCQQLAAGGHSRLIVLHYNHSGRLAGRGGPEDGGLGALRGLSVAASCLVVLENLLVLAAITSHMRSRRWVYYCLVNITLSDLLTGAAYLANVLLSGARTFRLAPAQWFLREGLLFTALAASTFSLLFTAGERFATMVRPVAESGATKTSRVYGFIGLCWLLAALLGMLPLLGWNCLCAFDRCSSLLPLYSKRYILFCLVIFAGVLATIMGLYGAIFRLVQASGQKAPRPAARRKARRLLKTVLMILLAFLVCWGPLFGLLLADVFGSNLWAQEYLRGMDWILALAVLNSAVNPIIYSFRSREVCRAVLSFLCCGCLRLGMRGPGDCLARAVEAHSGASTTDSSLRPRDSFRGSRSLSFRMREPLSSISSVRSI
# EP2 mod: modulates human prostaglandin E2 receptor EP2 signaling; P43116; induction, % at 25 µM; 0.83% of 260,000 active; EP2-expressing cells, cAMP HTRF FRET, PGE2 co-stimulation; AID 940;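 active = compounds whose cAMP rise, as percent of the full-agonist control response, exceeds 60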;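 note: rat C6 glioma line stably carrying human EP2 under a CMV promoter; the protocol text gives 20 µM as final concentration; 100% = response of wells given 1 µM PGE2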
# NPY2 pot ag: human NPY-Y2 potentiation or agonism, primary screen; AID 1359; cells expressing NPY-Y2, potentiator/agonist read-out; 0.45% of 220,000 active; activation, % at 3.6 µM; in the data active = activation above about 27%;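 note: cells stimulated with NPY near EC25 plus isoproterenol at EC100; 0% = vehicle plus submaximal agonist and 100% = vehicle plus saturating agonist; some results beyond the cut were filed as inactive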
# NPY1 pot ag: potentiates or activates human NPY-Y1 receptor. activation, % at 3.6 µM. NPY-Y1 expressing cells, potentiator/agonist activation. AID 1304. P25929. 0.37% of 220,000 active; in the data active = activation above about 33%, passing the limit was not always enough;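 note: cells stimulated with NPY at EC10 then isoproterenol at EC100; 0% = low agonist plus stimulus and 100% = saturating agonist plus stimulus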
# TRPML3 agonist: human mucolipin-3 channel agonism | HEK293 TRPML3-YFP, Fluo-8 calcium fluorescence; 100% = the carbachol control signal | activation, % at 3 µM | 0.29% of 220,000 active;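 active = activation above its plate's cutoff, the mean activation of the plate's test wells plus 3 SD, cut at about 12% in these data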;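 note: 0% = DMSO only wells and 100% = carbachol wells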
#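 Test system: HEK293 cells stably carrying human TRPML3-YFP; Doses: single dose, 3 µM final nominal compound, 0.3% DMSO final; Schedule: dye loading 1 h 37 °C then 30 min ambient, 125 s read; Technique: Fluo-8 calcium fluorescence; Benchmarks: high control carbachol 87 µM, low control DMSO.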
# S1P4 agonist: activates the human S1P4 receptor; activation, % at 4.98 µM; O95977; S1P4-expressing cell line, agonist reporter assay; 0.35% of 220,000 active; AID 1509; in the data active = activation above about 11%;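 note: 0% = DMSO vehicle and 100% = reference agonist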
# * = called active by the depositor; x = no result given; & = joins results of further samples.
structure	zfTRPN1 agonist	NPY Y1 blocker	CHOP inhibitor	S1P4 antagonist	EP2 mod	NPY2 pot ag	NPY1 pot ag	TRPML3 agonist	S1P4 agonist
Cc1cc(C)cc(OCC(=O)Nc2cccc(-c3nnc(-c4ccco4)o3)c2)c1	0.3	8	22	-4	-9	-9	-10	1.0	-1.0
Nc1c(C(=O)NCCN2CCOCC2)c2nc3ccccc3nc2n1-c1ccc2c(c1)OCO2	0.2	-4	12	-17	19	21	-16	0.0	1.4
Cc1c(OCc2nn[nH]n2)ccc2c3c(c(=O)oc12)CCCC3	1.8	9	-17	-9	2	-15	-4	0.5	1.6
COC(=O)Cc1c(C)nc2nc(-c3ccc(Cl)cc3)[nH]n2c1=O	-0.7	2	-9	1	-3	15	-2	0.0	0.3
Cc1ccccc1NC(=O)CS(=O)(=O)c1cn(CC(=O)N2CCOCC2)c2ccccc12	0.1	1	-10	5	-15	-10	0	0.4	1.6
Cc1cc(C)nc(SCc2cc(=O)c(OC(=O)c3cc([N+](=O)[O-])ccc3Cl)co2)n1	1.0	8	17	-16	6	-3	-18	1.3	0.6
Cc1[nH]c2ccccc2c1/C=C(\C#N)S(=O)(=O)c1ccccc1	2.6	-4	51	-6	4	6	6	1.2	1.6
O=C(NN=C1CCCC1)c1[nH]c2ccc(Cl)cc2c1-c1ccccc1	1.7	x	39	-6	42	-7	-2	0.5	2.4
COc1ccc(C(=O)CSc2nnc(C3CC3)n2N)cc1	-1.2	0	19	4	15	-4	-29	-0.3	0.0
CCOC(=O)N1CCN(CC(=O)N2c3ccccc3CC2C)CC1 (configuration not stated)	0.1	2	16	-15	25	-10	1	0.1	2.1
Cc1cccc(C)c1NC(=O)CN1C(=O)N(C)Cc2ccccc21	0.0	2	31	-3	3	-4	5	-0.1	2.5
C=CCn1c(SCc2nc3c(c(=O)[nH]c(=O)n3CCCC)n2CCC)nnc1-c1ccccc1	-1.3	1	18	4	15	6	-7	-0.8	-1.1
Cc1nc2cccnc2nc1C	2.0	x	-3	-10	28	-24	15	1.2	1.6
Cc1ccc(N(Cc2cc3cc(C)ccc3[nH]c2=O)C(=O)c2cccs2)cc1	1.4	3	39	-12	15	-7	-1	0.7	1.6
O=C(NCc1cccs1)C(=O)c1cn(CC(=O)N2CCOCC2)c2ccccc12	0.4	-3	-8	2	-17	-10	-3	0.6	-0.7
O=C(/C=C/c1ccccc1)c1c[nH]c2ccccc12	-1.3	x	16	4	4	4	14	0.5	-0.3
COc1cccc(NC(=O)C(=O)N/N=C/c2cc(C)n(-c3ccc(Cl)c(Cl)c3)c2C)c1	-0.7	4	78*	-11	35	-6	-15	0.2	2.2
CCc1ccc2c(CC(=O)Nc3nnc(C4CC4)s3)coc2c1	0.7	0	38	-6	27	-6	-19	0.1	-0.2
O=C(Cc1ccccc1)Nc1cccc(C(=O)O)c1O	0.8	6	13	-5	3	-3	-7	0.0	1.3
Cc1ccccc1CC1(CO)CCCN(Cc2nc(-c3cccs3)oc2C)C1 (configuration not stated)	-0.8	12	19	-18	1	-8	-18	0.6	2.1
O=C(NCC(c1cccnc1)N1CCOCC1)c1ccc2c(c1)OCO2 (configuration not stated)	0.2	0	9	9	22	-6	-9	0.3	3.9
Cc1ccc(Cl)c(Nc2ccccc2C(=O)O)c1Cl	-1.1	9	12&-5	-16	-39&-23	-12	-34	0.9	2.1
CC1(C)N=C(SCC(=O)Nc2ccc(Cl)cc2Cl)C(c2ccccc2)=N1	-1.6	5	76*	-6	11	-12	-33	0.8	-1.5
CC(C)(C)NC(=O)COC(=O)c1cc(F)c(F)cc1Cl	-0.5	3	3	-1	-25	-2	1	0.1	0.9
CC(C)(C)Nc1cccccc1=O	-0.1	3	27	4	12	1	4	0.8	-0.6

# Structures from the list above with a COOH group, in the order listed:
structure	zfTRPN1 agonist	NPY Y1 blocker	CHOP inhibitor	S1P4 antagonist	EP2 mod	NPY2 pot ag	NPY1 pot ag	TRPML3 agonist	S1P4 agonist
O=C(Cc1ccccc1)Nc1cccc(C(=O)O)c1O	0.8	6	13	-5	3	-3	-7	0.0	1.3
Cc1ccc(Cl)c(Nc2ccccc2C(=O)O)c1Cl	-1.1	9	12&-5	-16	-39&-23	-12	-34	0.9	2.1

# Part of the list above, reformatted.
canonical_smiles: Cc1nc2cccnc2nc1C
  zfTRPN1 agonist = 2.0	NPY Y1 blocker = x	CHOP inhibitor = -3	S1P4 antagonist = -10	EP2 mod = 28	NPY2 pot ag = -24	NPY1 pot ag = 15	TRPML3 agonist = 1.2	S1P4 agonist = 1.6

canonical_smiles: CCc1ccc2c(CC(=O)Nc3nnc(C4CC4)s3)coc2c1
  zfTRPN1 agonist = 0.7	NPY Y1 blocker = 0	CHOP inhibitor = 38	S1P4 antagonist = -6	EP2 mod = 27	NPY2 pot ag = -6	NPY1 pot ag = -19	TRPML3 agonist = 0.1	S1P4 agonist = -0.2

canonical_smiles: CCOC(=O)N1CCN(CC(=O)N2c3ccccc3CC2C)CC1 (configuration not stated)
  zfTRPN1 agonist = 0.1	NPY Y1 blocker = 2	CHOP inhibitor = 16	S1P4 antagonist = -15	EP2 mod = 25	NPY2 pot ag = -10	NPY1 pot ag = 1	TRPML3 agonist = 0.1	S1P4 agonist = 2.1

canonical_smiles: Cc1[nH]c2ccccc2c1/C=C(\C#N)S(=O)(=O)c1ccccc1
  zfTRPN1 agonist = 2.6	NPY Y1 blocker = -4	CHOP inhibitor = 51	S1P4 antagonist = -6	EP2 mod = 4	NPY2 pot ag = 6	NPY1 pot ag = 6	TRPML3 agonist = 1.2	S1P4 agonist = 1.6

# Following part
structure	zfTRPN1 agonist	NPY Y1 blocker	CHOP inhibitor	S1P4 antagonist	EP2 mod	NPY2 pot ag	NPY1 pot ag	TRPML3 agonist	S1P4 agonist
O=C(N[C@@H](Cc1c[nH]c2ccccc12)C(=O)NC1CC1)c1ccccc1Cl	1.3	-1	3	-3	21	-2	-25	0.4	1.0
C=C(C)COc1ccc(-c2[nH]ncc2-c2ccc(OC)cc2)c(O)c1	-2.2	x	38	4	-29	-3	35	0.4	2.9
COc1ccc(/C=N/Nc2nc(-c3cccnc3)nc3ccccc23)c(OC)c1	-1.0	x	-1	-9	-21	-6	-14	0.4	0.5
CCCCOc1cccc(-c2nnc(NC(=O)CSc3ccc(C)cc3)s2)c1	0.3	0	-5	-6	14	9	1	1.6	0.4
Cc1noc(C)c1COC(=O)CCC(=O)c1ccc(F)cc1	0.8	5	10	-16	-5	4	5	-0.5	1.6
COC(=O)C1CCCN1C(C(=O)NC1CCCCC1)c1ccc(Cl)cc1 (configuration not stated)	-0.3	5	-4	0	42	7	-15	0.1	2.8
COc1ccc(NC(=O)NCCN2C(=O)C3C4C=CC(C4)C3C2=O)cc1 (configuration not stated)	-0.3	2	9	-10	20	-2	-22	0.5	0.4
CC1CCCC(N2CCN(C(=O)c3ccc(F)cc3)CC2)C1 (configuration not stated)	1.1	1	x	-65	x	-3	12	1.1	-1.0
COC(=O)c1ccc(NS(=O)(=O)c2ccc(SC)cc2)cc1	-0.6	15	12	-12	-43	-35	-58	1.4	-3.2
COc1cc(C2C(S(=O)(=O)c3ccccc3)CON2C)ccc1OCc1ccc(F)cc1 (configuration not stated)	-1.0	-8	7	0	-22	2	2	0.3	1.3
CCOC(=O)Cc1csc(NC(=S)NC(=O)c2ccc(F)cc2)n1	-0.8	7	3	5	-11	12	-7	0.3	0.1
Cc1ccc(CNC(=O)CCOc2ccc(C(C)(C)C)cc2)cc1	-0.9	0	24	0	-5	-13	0	0.1	-0.4
CCc1nnc(NC(=O)C2CCCN2C(=O)NC2CCCCC2)s1 (configuration not stated)	0.7	3	36	1	8	3	-1	0.6	-1.0
CCn1nc(C(=O)NC2=NCCS2)c2ccccc2c1=O	0.5	-1	13	4	14	16	-14	0.9	-1.4
CN(C(=O)CCn1c(=S)oc2ccccc21)c1ccc(F)cc1	-0.5	5	2	-2	8	-5	-2	-0.3	-1.2
O=C(CN1C(=O)c2cccc3cccc1c23)N1CCN(c2ccc(F)cc2)CC1	-0.4	-5	12	0	-38	-14	-2	-0.1	-0.2
O=[N+]([O-])c1nn(-c2ccc3c(c2)OCCO3)n(O)c1=NCCCO	-0.7	-3	32	7	6	-4	-12	0.7	-0.6
COCCn1c(=O)[nH]c2cc(C(=O)NCc3cccnc3)ccc2c1=O	0.7	3	-5	7	5	5	-29	0.2	2.6
Cc1cnn(-c2cc(N/N=C/c3cccc(F)c3)ncn2)c1	0.4	11	30	-16	22	-3	-12	0.5	0.6
CC(C)CC(C(=O)NC1CCCCC1)N(Cc1cccs1)C(=O)c1snc(C(N)=O)c1N (configuration not stated)	-3.0	8	24	-17	-69	-6	5	-0.7	2.6
CCc1ccccc1OCCCCCNCCO	3.1	9	57	-3	21	0	-13	1.1	-0.4
COCCCN(C)C1CCN(C(=O)Nc2ccc(F)cc2)CC1	0.6	1	3	-12	-3	4	10	0.0	0.1
O=C(/C=C/c1cccc2ccccc12)NCCC1=CCCCC1	-0.5	32*	29	-13	-17	-21	-50	-0.5	1.1
CC(=O)N1CCN(Cc2nc3cc(NC(=O)c4cccc(Br)c4)ccc3n2C)CC1	1.5	x	12	-28	-8	24	21	1.1	3.1
O=C1CCCCC1c1cccc2ccccc12 (configuration not stated)	-0.4	-1	-23	5	-8	2	-13	0.2	0.7
CCCN(CCC)CCCNc1ccc2nnc(-c3ccc(F)cc3)n2n1	0.6	3	15	-1	-7	-36	-45	0.1	-3.2
CNc1nc2c(Cl)cc(Cl)cc2s1	-1.7	x	6	1	-14	18	5	0.5	-0.3
COc1ccc(NC(=O)Cn2nnc(C(=O)NCCc3ccc(OC)c(OC)c3)c2N)cc1	0.2	-2	16	3	-2	-17	4	-0.6	0.1
O=C(NCCc1nc2ccccc2[nH]1)Nc1ccccc1	-0.3	3	26	-16	-25	-2	-6	0.0	1.7
O=[N+]([O-])c1cc(-c2nnc(-c3ccccc3)o2)ccc1Oc1ccc(Cl)cc1	1.3	-2	57	-14	7	9	-10	0.9	2.6
COC(=O)[C@@H]1C[C@H]1[C@@H](NS(=O)(=O)c1ccccc1)c1ccccc1	-1.3	10	6	-10	7	3	-2	-0.1	0.4
COc1ccc(-c2c(=O)n(OCc3nc4ccccc4[nH]3)c3ccccc3[n+]2[O-])cc1	1.9	x	-29	-10	0	8	-14	-0.2	3.1
O=C(c1ccc(F)cc1)N1CCCC(c2nc(-c3cccs3)no2)C1 (configuration not stated)	0.9	8	-6	-9	-37	-5	-5	1.3	1.4
